Tb PYK inh: T. brucei pyruvate kinase inhibition; Q57TT1; 410,000 tested, 0.12% active; TbPYK enzyme, Kinase-Glo Plus ATP luminescence, 45 min; AID 624173; Potency, µM (series often up to 76.8 µM), without a hit: at the top dose activity, negative = inhibition, most hits filed as inhibitors; also: potency is read from the fitted curve at half-maximal effect; % is scaled to controls: 0 for no effect and ±100 for the full control effect; nearly all actives have a fitted effect of over 50% in size
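Quantitative HTS: titrated library compounds versus trypanosomal pyruvate kinase in TEA buffer (pH 7.2) containing KCl, MgCl2, BSA and Tween-20. Reactions were initiated with ADP, 130 uM final. Kinase-Glo Plus luminescence was read after 45 min at RT.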
Pf growth 48h: P. falciparum growth inhibition at 48 hours (one generation) | P. falciparum luciferase growth in erythrocytes, 48 h | Potency, µM (doses to about 28.7 µM), for inactives: top-dose activity change, negative = inhibition, most hits filed as inhibitors | 310,000 tested, 5.9% active | AID 504832; also: potency is read from the fitted curve at half-maximal effect; % is scaled to controls: 0 for no effect and ±100 for the full control effect
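Growth was read as firefly luciferase luminescence after a 48 h, 37 C, 5% CO2 exposure of compounds to reporter-bearing P. falciparum cultures (0.1% parasitemia, 2% hematocrit final) in Albumax-supplemented RPMI 1640.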
CHX counter: counter-screen for Shiga toxin inhibitors: cycloheximide protein synthesis inhibition. cell reporter, cycloheximide protein synthesis inhibition counterscreen. max response, %. 300,000 tested, 12% active; in the data active = max response mostly above about 13%, no sharp cut-off; inactive = mostly below about 14%; also: read at 38.3 µM for the half of the compounds with a filed dose; 0% is about no effect
Shiga toxin inh: blocks Shiga toxin action in Vero cells; Vero cells, Shiga toxin protein synthesis inhibition reporter; inhibition, % at 38.7 µM; 290,000 tested, 9.2% active; AID 2315; in the data active = inhibition mostly above about 28%, no sharp cut-off; inactive = mostly below about 43%; also: 0% is about no effect
AmpC inh no detg: inhibitors of E. coli AmpC beta-lactamase without detergent | P00811 | AmpC nitrocefin hydrolysis, absorbance 480 nm, 0.0001% Triton | Potency, µM (titrated, usually from 57.1 µM), without a hit: top-dose activity change, negative = inhibition, usual class: inhibitors | 330,000 tested, 0.52% active | AID 485341;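 also: potency is read from the fitted curve at half-maximal effect; plate controls were no compound for no effect and no enzyme for full effect; nearly all actives have a fitted effect of over 20% in size; some results filed as inactive show a strong effect at the top dose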
Target sequence (P00811 whole entry, looked up): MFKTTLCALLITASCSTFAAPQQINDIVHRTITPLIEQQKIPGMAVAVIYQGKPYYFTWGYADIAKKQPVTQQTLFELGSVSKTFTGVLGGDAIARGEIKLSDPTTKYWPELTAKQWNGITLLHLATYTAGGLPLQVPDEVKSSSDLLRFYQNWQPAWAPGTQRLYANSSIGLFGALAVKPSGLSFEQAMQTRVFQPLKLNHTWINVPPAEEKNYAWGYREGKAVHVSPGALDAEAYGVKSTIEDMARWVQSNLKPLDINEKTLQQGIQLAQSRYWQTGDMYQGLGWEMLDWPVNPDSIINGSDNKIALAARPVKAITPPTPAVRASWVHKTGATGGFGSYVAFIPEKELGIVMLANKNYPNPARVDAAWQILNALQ
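AmpC (5.3 nM in the dispensed reagent) in 20 mM phosphate pH 7.0 with 0.01% (detergent screen) or 0.0001% Triton X-100 was preincubated with compounds for 15 min at room temperature. Nitrocefin was then added from an 800 uM solution, and hydrolysis was followed at 480 nm.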
Pf growth 96h: P. falciparum growth inhibition at 96 hours; P. falciparum luciferase reporter growth, 96 h; AID 504834; 320,000 tested, 6.9% active; Potency, µM (highest dose often 28.7 µM), for the others: at the highest dose activity change, negative = inhibition, usual class: inhibitors; also: potency is read from the fitted curve at half-maximal effect; % is scaled to controls: 0 for no effect and ±100 for the full control effect
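Plates of compound plus infected erythrocytes (2% hematocrit, 0.05% parasitemia final) incubate 96 hours, 37 C, 5% CO2. Detection reagent added; reduced luminescence from the parasites' luciferase reporter flags inhibition.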
LmPK inhibitor: LmPK (Leishmania mexicana) enzyme inhibition. Q27686. purified LmPK, Kinase-Glo ATP luminescence, 1 h. Potency, µM (highest dose often 57.5 µM), for the others: at the highest dose activity change, negative = inhibition, hits mostly inhibitors. 290,000 tested, 0.37% active; also: potency is read from the fitted curve at half-maximal effect; % is scaled to controls: 0 for no effect and ±100 for the full control effect
Target sequence (Q27686 whole entry, looked up): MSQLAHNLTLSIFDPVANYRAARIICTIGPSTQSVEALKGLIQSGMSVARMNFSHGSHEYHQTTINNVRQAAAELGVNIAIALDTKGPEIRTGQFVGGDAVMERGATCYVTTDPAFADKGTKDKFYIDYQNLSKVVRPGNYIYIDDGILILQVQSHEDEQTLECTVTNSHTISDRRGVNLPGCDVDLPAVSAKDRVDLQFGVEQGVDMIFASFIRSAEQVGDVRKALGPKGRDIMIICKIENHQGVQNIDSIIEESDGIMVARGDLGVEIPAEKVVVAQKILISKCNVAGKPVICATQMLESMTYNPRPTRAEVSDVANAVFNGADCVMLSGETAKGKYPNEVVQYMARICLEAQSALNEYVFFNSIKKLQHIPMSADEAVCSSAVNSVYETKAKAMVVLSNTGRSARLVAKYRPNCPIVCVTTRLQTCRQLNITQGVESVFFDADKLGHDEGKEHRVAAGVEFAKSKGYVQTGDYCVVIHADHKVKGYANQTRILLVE
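Screened at intermediate enzyme activity to detect both inhibitors and activators: LmPK at 0.1 nM, with a 0.5 nM enzyme column as activation reference. PEP 0.5 mM, ADP 0.1 mM; ATP detected by luminescence after 1 h.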
Numbers without * were called inactive; [ ] = remark or other dose. Unless noted, calls follow the shape of the dose curve; as a rule, active = well fitted curve in the direction sought with a large enough effect; inconclusive = small, poorly fitted or top-dose-only effect, or another doubt; inactive = no such curve, though single readings can be large; an effect the other way counts as inactive or inconclusive.

What do the screens show for `Nc1cnn(Cc2ccc(F)cc2)c1`?
Tb PYK inh: -9%; Pf growth 48h: -1%; CHX counter: -6; Shiga toxin inh: 6; AmpC inh no detg: -26%; Pf growth 96h: 25%; LmPK inhibitor: 0%

How did CCP(=O)(CC)c1cccc(N)c1 do in these assays?
Tb PYK inh: -4%; Pf growth 48h: -1%; CHX counter: -7; Shiga toxin inh: -3; AmpC inh no detg: -17%; Pf growth 96h: -8%; LmPK inhibitor: 7%

Results for CSc1nncc(/C(C)=N\Nc2cccc(C)c2)n1 ?
Tb PYK inh: -9%; Pf growth 48h: 15%; CHX counter: 6; Shiga toxin inh: 20; AmpC inh no detg: -10%; Pf growth 96h: 3%; LmPK inhibitor: 0%

What do the screens show for `COc1ccc(-c2nc(N3CCCCCC3)sc2C(=O)c2ccccc2)cc1`?
Tb PYK inh: -5%; Pf growth 48h: inconclusive; CHX counter: -2; Shiga toxin inh: -17; AmpC inh no detg: -26%; Pf growth 96h: inconclusive; LmPK inhibitor: 1%

What do the screens show for `CCOC(=O)c1c(N=CN(C)C)c(C#N)n2c1CCC2`?
Tb PYK inh: -8%; Pf growth 48h: -25%; CHX counter: -1; Shiga toxin inh: 40; AmpC inh no detg: -4%; Pf growth 96h: -4%; LmPK inhibitor: -5%

How did CC1Cc2ccccc2N1C(=S)NC1CCCC1 (stereo not given) do in these assays?
Tb PYK inh: -2%; Pf growth 48h: 4%; CHX counter: 16; Shiga toxin inh: -13; AmpC inh no detg: -18%; Pf growth 96h: inconclusive; LmPK inhibitor: -9%

Results for CCC1CCCCN1C(=O)CSc1nc2ncccc2[nH]1 (stereo not given) ?
Tb PYK inh: -1%; Pf growth 48h: 2%; CHX counter: 3; Shiga toxin inh: 10; AmpC inh no detg: -1%; Pf growth 96h: 0%; LmPK inhibitor: 8%

How did CCNc1c(NS(=O)(=O)c2ccc(C3CCCCC3)cc2)c(=O)oc2ccccc12 do in these assays?
Tb PYK inh: 0%; Pf growth 48h: inconclusive; CHX counter: -6; Shiga toxin inh: -11; AmpC inh no detg: -26%; Pf growth 96h: -7%; LmPK inhibitor: -3%

How did CCCC(C)C(=O)Nc1cc([N+](=O)[O-])ccc1Cl (stereo not given) do in these assays?
Tb PYK inh: -7%; Pf growth 48h: 0%; CHX counter: -2; Shiga toxin inh: 1; AmpC inh no detg: -33%; Pf growth 96h: -8%; LmPK inhibitor: -16%

How did O=C(/C=C/c1ccc(Cl)cc1)N1CCN(c2c(Cl)cccc2[N+](=O)[O-])CC1 do in these assays?
Tb PYK inh: -10%; Pf growth 48h: -29%; CHX counter: -5; Shiga toxin inh: 20; AmpC inh no detg: -27%; Pf growth 96h: inconclusive; LmPK inhibitor: 5%

What do the screens show for `COC(=O)C1C(O)=C(C=NCc2ccccc2)C(=O)CC1(C)C` (stereo not given)?
Tb PYK inh: 6%; Pf growth 48h: 4%; CHX counter: -2; Shiga toxin inh: 10; AmpC inh no detg: 0%; Pf growth 96h: 0%; LmPK inhibitor: -5%

How did CCN(CC)S(=O)(=O)c1cccc(-c2nnc(SCC(=O)c3ccc(Cl)s3)n2C)c1 do in these assays?
Tb PYK inh: -8%; Pf growth 48h: 13µM*; CHX counter: 2; Shiga toxin inh: -3; AmpC inh no detg: 22%; Pf growth 96h: 58%[activator]; LmPK inhibitor: 7%

What do the screens show for `Cc1nn2c(N)c(C#N)cnc2c1-c1ccc(Cl)cc1`?
Tb PYK inh: -6%; CHX counter: 29; Shiga toxin inh: -16; AmpC inh no detg: -9%; Pf growth 96h: 23%; LmPK inhibitor: 4%

Results for O=C(COc1ccc(F)cc1Cl)Nc1ccc(N2CCOCC2)cc1N1CCOCC1 ?
Tb PYK inh: 2%; Pf growth 48h: 9.3µM*; AmpC inh no detg: 64%[activator]; Pf growth 96h: inconclusive

Results for CCCc1cc(=O)[nH]c(SCC(=O)Nc2ccc([N+](=O)[O-])cc2C#N)n1 ?
Tb PYK inh: 2%; Pf growth 48h: inconclusive; CHX counter: 1; Shiga toxin inh: -13; AmpC inh no detg: -24%; Pf growth 96h: 21%; LmPK inhibitor: 1%

Results for Cn1cnnc1SCC(=O)NC1CCCN(Cc2ccc(Cl)cc2)C1 (stereo not given) ?
Tb PYK inh: -1%; Pf growth 48h: -7%; CHX counter: 7; Shiga toxin inh: 7; AmpC inh no detg: 36%; Pf growth 96h: inconclusive; LmPK inhibitor: -7%

Results for COc1ccc(OC)c(S(=O)(=O)NCC2CCCO2)c1 (stereo not given) ?
Tb PYK inh: -15%; Pf growth 48h: 37%[activator]; CHX counter: 7; Shiga toxin inh: -1; AmpC inh no detg: -5%; Pf growth 96h: inconclusive; LmPK inhibitor: -4%

What do the screens show for `O=C(COc1ccc2ccccc2c1Br)N1CCCCC1`?
Tb PYK inh: inconclusive; Pf growth 48h: 88%[activator]; CHX counter: 62*; Shiga toxin inh: 89*; AmpC inh no detg: 37%; Pf growth 96h: 16%; LmPK inhibitor: -5%

Results for CC1CCCN(S(=O)(=O)c2ccc3[nH]c4c(c3c2)CCCC4)C1 (stereo not given) ?
Tb PYK inh: -7%; Pf growth 48h: -10%; CHX counter: 9; Shiga toxin inh: 2; AmpC inh no detg: -43%; Pf growth 96h: inconclusive; LmPK inhibitor: 1%

How did O=C(Cc1n[nH]c(=O)c2ccccc12)N/N=C/c1cc2c(cc1Cl)OCO2 do in these assays?
Tb PYK inh: -1%; Pf growth 48h: -8%; CHX counter: -6; Shiga toxin inh: -6; AmpC inh no detg: -28%; Pf growth 96h: -1%; LmPK inhibitor: -2%

Brought forward from above: 3 entries, followed by the next part.
What do the screens show for `O=C(COc1ccc2ccccc2c1Br)N1CCCCC1`?
Tb PYK inh: inconclusive; Pf growth 48h: 88%[activator]; CHX counter: 62*; Shiga toxin inh: 89*; AmpC inh no detg: 37%; Pf growth 96h: 16%; LmPK inhibitor: -5%

Results for CC1CCCN(S(=O)(=O)c2ccc3[nH]c4c(c3c2)CCCC4)C1 (stereo not given) ?
Tb PYK inh: -7%; Pf growth 48h: -10%; CHX counter: 9; Shiga toxin inh: 2; AmpC inh no detg: -43%; Pf growth 96h: inconclusive; LmPK inhibitor: 1%

How did O=C(Cc1n[nH]c(=O)c2ccccc12)N/N=C/c1cc2c(cc1Cl)OCO2 do in these assays?
Tb PYK inh: -1%; Pf growth 48h: -8%; CHX counter: -6; Shiga toxin inh: -6; AmpC inh no detg: -28%; Pf growth 96h: -1%; LmPK inhibitor: -2%

Results for Cc1ccc(S(=O)(=O)N2CCOCC2)c2nsnc12 ?
Tb PYK inh: 8%; CHX counter: -5; Shiga toxin inh: -17; AmpC inh no detg: -9%; Pf growth 96h: 31%[activator]; LmPK inhibitor: -2%

Results for CCCOc1ccc(C(CC(=O)O)NC(=O)c2cccs2)cc1 (stereo not given) ?
Tb PYK inh: 2%; Pf growth 48h: 12%; CHX counter: 1; Shiga toxin inh: -9; AmpC inh no detg: -24%; LmPK inhibitor: 4%

How did O=C(OC(C(=O)Nc1cccc(C(F)(F)F)c1)c1ccccc1)C1CCCCC1 (stereo not given) do in these assays?
Tb PYK inh: 1%; Pf growth 48h: inconclusive; CHX counter: 1; Shiga toxin inh: 22; AmpC inh no detg: -49%; Pf growth 96h: 6.6µM*; LmPK inhibitor: 0%

What do the screens show for `COc1cc(CNC2CCCCCC2)cc(OC)c1O`?
Tb PYK inh: 1%; Pf growth 48h: 8%; CHX counter: -3; Shiga toxin inh: 16; AmpC inh no detg: -9%; Pf growth 96h: 2%; LmPK inhibitor: 5%

Results for CSc1ccc2[nH]c(=O)cc(C)c2c1 ?
Tb PYK inh: -4%; Pf growth 48h: -5%; CHX counter: 1; Shiga toxin inh: 28; AmpC inh no detg: -14%; Pf growth 96h: -16%; LmPK inhibitor: -1%

Results for Cc1cc(=O)oc2cc(NC(=O)Cc3ccccc3)ccc12 ?
Tb PYK inh: 6%; Pf growth 48h: 45%[activator]; CHX counter: 13; Shiga toxin inh: 45*; AmpC inh no detg: -14%; Pf growth 96h: 23%; LmPK inhibitor: 3%

How did Cc1ccc(OCc2nc3ccccc3[nH]2)cc1 do in these assays?
Tb PYK inh: 3%; Pf growth 48h: 32%[activator]; CHX counter: 61*; Shiga toxin inh: 57*; AmpC inh no detg: -30%; Pf growth 96h: 22%; LmPK inhibitor: inconclusive

What do the screens show for `CCN(CC)S(=O)(=O)c1ccc(N2CCCC2)c(NC(=O)Cc2c(F)cccc2Cl)c1`?
Tb PYK inh: 4%; Pf growth 48h: 1%; CHX counter: 9; Shiga toxin inh: -8; AmpC inh no detg: -47%; Pf growth 96h: -25%; LmPK inhibitor: -7%

Results for Cc1nc2oc3c(NCc4ccccn4)ncnc3c2c2c1COC(C)(C)C2 ?
Tb PYK inh: -4%; Pf growth 48h: inconclusive; CHX counter: -1; Shiga toxin inh: 0; AmpC inh no detg: 10%; Pf growth 96h: inconclusive; LmPK inhibitor: 1%

What do the screens show for `CCOC(=O)N1CCN(C(=O)CN(C)S(=O)(=O)c2ccc(OC)c(OC)c2)CC1`?
Tb PYK inh: -23%; Pf growth 48h: 3%; CHX counter: -6; Shiga toxin inh: 22; AmpC inh no detg: 9%; Pf growth 96h: inconclusive; LmPK inhibitor: 3%

Results for COCC(C)n1c(SCc2nc(N)nc(Nc3ccccc3C)n2)nc2ccccc2c1=O (stereo not given) ?
Tb PYK inh: 11%; Pf growth 48h: inconclusive; CHX counter: -3; Shiga toxin inh: 9; AmpC inh no detg: 35%; LmPK inhibitor: 4%

What do the screens show for `O=C(/C=C/c1ccc(N2CCCCC2)c([N+](=O)[O-])c1)c1ccc(S(=O)(=O)N2CCCC2)cc1`?
Tb PYK inh: -5%; Pf growth 48h: 12%; CHX counter: -2; Shiga toxin inh: -5; AmpC inh no detg: -26%; Pf growth 96h: -24%; LmPK inhibitor: 1%

What do the screens show for `N#CC1CC(c2ccccc2)Nc2cc(Cl)ccc2N1` (stereo not given)?
Tb PYK inh: 0%; Pf growth 48h: 136%[activator]; CHX counter: 37*; Shiga toxin inh: 69*; AmpC inh no detg: 11µM*; Pf growth 96h: inconclusive; LmPK inhibitor: 0%

How did Nc1ccc(C(=O)Nc2ccc3nc(-c4ccncc4)[nH]c3c2)cc1 do in these assays?
Tb PYK inh: -1%; Pf growth 48h: inconclusive; CHX counter: -3; Shiga toxin inh: -20; AmpC inh no detg: -28%; Pf growth 96h: 18%; LmPK inhibitor: -1%

How did Cc1cc(F)ccc1S(=O)(=O)Nc1ccccc1C(=O)Nc1ccccc1-c1nc2ccccc2[nH]1 do in these assays?
Tb PYK inh: -7%; Pf growth 48h: 9.3µM*; CHX counter: 16; Shiga toxin inh: -9; AmpC inh no detg: -36%; Pf growth 96h: 1.9µM*; LmPK inhibitor: 2%

How did O=C(NC1CCCc2ccccc21)C1CCN(S(=O)(=O)c2cccc3nonc23)CC1 (stereo not given) do in these assays?
Tb PYK inh: 8%; CHX counter: -5; Shiga toxin inh: -20; AmpC inh no detg: -16%; Pf growth 96h: 7%; LmPK inhibitor: 0%
